# Source: PubChem BioAssay (Broad Institute)
# E-sel inducer – E-selectin induction in HUVECs, primary screen, imaging, HUVEC, immunofluorescence imaging, single point; AID 686992, 2013; activation, % at 7.58 µM; normalized: neutral wells 0, TNF-alpha wells 100; hit rate 0.37% among 260,000;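 active means mean E-selectin-positive cell signal at least 10% of the positive control, reached in at least 60% of replicates, without over 20% cell loss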;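 further: in these data hits start at about 27%; measured in HUVEC primary endothelial cells; signal is the percent of cells scored E-selectin positive by PE staining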
#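 Assay system: HUVEC, human umbilical vein endothelial cells / Amount: 3,000 HUVEC/well / Controls: TNF-alpha positive control, DMSO neutral control / Compound dosing: single concentration / Medium: EGM-2 over gelatin coat / Evaluation: percent E-selectin-positive cells / Signal: immunofluorescence imaging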
# RAD54 branch – inhibitors of human RAD54 branch migration, primary screen, biochemical, fluorescence, single point; RAD54 Holliday junction branch migration, FAM/BHQ fluorescence; inhibition, % at 10.4 µM; hit rate 0.14% among 360,000; AID 602329, 2012;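 active means mean normalized replicate activity at least 40 and at least half of replicates scoring 40 or more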;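 further: 0% = median of neutral control wells and 100% = median of positive control wells; inhibitors cause a drop in the FAM fluorescence signal; in these data hits start at about 50%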
# RAD52 inh – RAD52 DNA annealing inhibitors, primary screen, biochemical, FRET, single point, set 2; DNA repair protein RAD52 homolog (Homo sapiens), P43351; recombinant RAD52 DNA annealing, FRET fluorescence; inhibition, % at 18.7 µM; hit rate 0.46% among 360,000; AID 651710, 2012;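 active means every replicate showing at least 50% inhibition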
# Target sequence (P43351 whole entry, looked up): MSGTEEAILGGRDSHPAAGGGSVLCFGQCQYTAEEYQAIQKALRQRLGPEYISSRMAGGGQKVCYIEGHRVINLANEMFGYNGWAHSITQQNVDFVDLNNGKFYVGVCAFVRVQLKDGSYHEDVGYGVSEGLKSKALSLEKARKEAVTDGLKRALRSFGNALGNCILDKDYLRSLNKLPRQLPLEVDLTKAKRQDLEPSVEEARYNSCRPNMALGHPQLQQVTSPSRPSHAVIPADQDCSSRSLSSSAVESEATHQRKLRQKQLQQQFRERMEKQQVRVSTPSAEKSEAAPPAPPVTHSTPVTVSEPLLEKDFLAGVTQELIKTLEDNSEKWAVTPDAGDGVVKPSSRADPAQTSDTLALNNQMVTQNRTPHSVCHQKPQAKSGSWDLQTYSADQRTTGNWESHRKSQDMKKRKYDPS
# ERp5 inh – inhibitors of ERp5-driven insulin aggregation, primary screen, biochemical, turbidity, absorbance 650 nm, single point | Protein disulfide-isomerase A6 (Homo sapiens), Q15084 | 90 min | inhibition, % at 9.99 µM | hit rate 0.05% among 350,000;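 active means mean replicate inhibition above about 25%, with every replicate also reaching it, limit read from the data, passing the limit was not always enough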
# CASP6 VEID inh – human caspase-6 inhibitors, primary screen, biochemical, VEID-R110 fluorescence, single point, set 2; P55212; purified caspase-6, Z-VEID-R110 cleavage fluorescence; inhibition, % at 12.5 µM; hit rate 0.53% among 350,000; AID 686996, 2013;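 active means mean inhibition across replicates at least about 35%, with every replicate also reaching that limit, limit read from the data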;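 further: 0% = median of neutral control wells and 100% = no fluorescence left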
# Target sequence (P55212 24-179 limits assumed): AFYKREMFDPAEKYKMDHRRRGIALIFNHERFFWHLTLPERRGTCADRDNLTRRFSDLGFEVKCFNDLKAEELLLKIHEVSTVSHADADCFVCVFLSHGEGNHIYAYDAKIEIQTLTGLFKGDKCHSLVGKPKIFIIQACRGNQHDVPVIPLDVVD
# Target sequence (P55212 194-293 limits assumed): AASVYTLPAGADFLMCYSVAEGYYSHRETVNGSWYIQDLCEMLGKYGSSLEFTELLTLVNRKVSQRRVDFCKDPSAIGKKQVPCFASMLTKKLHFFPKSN
# ARNT-TACC3 inh – disruptors of ARNT/TACC3 protein interaction, primary screen, biochemical, AlphaScreen, single concentration | inhibition, % at 9.99 µM | AlphaScreen His-ARNT PAS-B/GST-TACC3 binding, luminescence; TACC3 fragment carries E629A point mutation | hit rate 0.66% among 390,000 | Transforming acidic coiled-coil-containing protein 3 (Homo sapiens), Q9Y6A5;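 active means mean inhibition of replicates at least 50% and at least half of replicates each reaching 50%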;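 further: 0% = complete ARNT plus TACC3 wells and 100% = ARNT alone without TACC3; many hits fall short of the cut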
# PglD inh – C. jejuni PglD acetyltransferase inhibitors, primary screen, biochemical, DTNB colorimetric, single point; UDP-N-acetylbacillosamine N-acetyltransferase PglD (Campylobacter jejuni); purified PglD enzyme, DTNB colorimetric CoA detection; inhibition, % at 12.5 µM; hit rate 0.098% among 360,000; AID 602405, 2012; in the data active means inhibition above about 16%, passing the limit was not always enough; further: strong numbers were not always called active
# esBAF inh – Bmi1 luciferase reporter increase in mESCs, primary screen, esBAF inhibitor project, mouse ES cells, Bmi1 luciferase knock-in, single point; 24 h; 100% = twice the neutral-well signal; reporter increase, % at 12.5 µM; hit rate 2% among 350,000; in the data active means activation above about 40%;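 further: 0% = median of the plate's neutral control wells and 100% = double that signal; a rise in the Bmi1 reporter signal indicates esBAF inhibition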
# The depositor's hits bear a star; x = no result given; & = joins results of further samples.
# Sequence of screens: E-sel inducer, RAD54 branch, RAD52 inh, ERp5 inh, CASP6 VEID inh, ARNT-TACC3 inh, PglD inh, esBAF inh
Clc1cncc(Cl)c1N/N=C/c1ccccc1
 : x, x, 0, 5, -3, 4, x, x
C[C@@H]1CN([C@@H](C)CO)C(=O)c2cc(Br)cnc2O[C@H]1CN(C)Cc1cccnc1
 : -0.1&-0.2, 5&-5, -17&9, 3&-2, 0&-1, 7, -5&2, -2&6
CC1CCCC(C)N1C(=O)c1cc(-c2ccc3c(c2)OCO3)on1 (stereo not given)
 : -9.2, 3, -8, 2, 3, -6, x, 56*
CC(C)NC(=O)N[C@H]1C=C[C@H](CC(=O)NC2Cc3ccccc3C2)O[C@H]1CO
 : -0.2, -4, 8, -1, 0, -8, 2, -6
O=C(COc1ccc(C2SCCS2)cc1)NNC(=O)C(Cl)Cl
 : 0.0, 3, -12, 0, 2, -2, 4, x
O=C([C@@H]1[C@@H](CO)[C@@H]2Cn3c(ccc(-c4ccncc4)c3=O)[C@H]1N2Cc1cccnc1)N1CCOCC1
 : -0.2, 4, -7, 0, 1, 4, 1, 5
COc1ccc(C(C)=O)cc1CN1C(=O)C(C)ON=C1c1ccccn1 (stereo not given)
 : x, 0, -26, 9, -2, x, 2, -3
O=C(NCC(=O)N1CCN(C(c2ccccc2)c2ccccc2)CC1)c1ccc(Br)o1
 : -0.9, 8, -3, -5, -1, x, 1, -3
COCCN(C(=O)CSc1ncc(C(F)(F)F)cc1Cl)c1c(N)n(Cc2ccccc2)c(=O)[nH]c1=O
 : x, x, -2, -3, 0, -1, x, x
COc1ccc(CC(N)c2csc(NC(=O)c3cccs3)n2)cc1 (stereo not given)
 : 0.0, 2, -244, -19, -2, x, -6, 9
CCOc1cc(Cl)c(S(=O)(=O)NCCCN2CCOCC2)cc1Cl
 : 0.0, -6, 4, 5, x, -4, 3, -9
CCNC(=O)CSc1nnc(-c2cc(-c3ccc(Cl)cc3)nc3ccccc23)o1
 : x, -6, -52, -1, -2, -10, 2, 1
CCCNC(=O)N[C@@H]1CC[C@@H](CCNS(=O)(=O)c2cccc(F)c2)O[C@H]1CO
 : 0.6, 6, 7, -1, -17, -12, 0, 4
CC(=O)Nc1ccc(S(=O)(=O)NCCc2ccc(S(N)(=O)=O)cc2)cc1
 : x, 14, x, x, x, -1, 0, 3
N#CC1=C(N)Oc2n[nH]c(-c3ccccc3)c2C12C(=O)Nc1ccccc12 (stereo not given)
 : x, -3, x, x, x, 29, -3, -5
O=C(NC(=S)Nc1ccc2oc(-c3ccncc3)nc2c1)c1ccccc1F
 : x, 7, -32, -2, 1, x, 1, 10
Cc1cc(=O)[nH]c(SCC(=O)NCC2CCCO2)n1 (stereo not given)
 : 1.3, x, -5, -3, -1, -4, x, x
Cc1nn(-c2ccccc2)c(Cl)c1/C=N/N1CCN(c2ccccn2)CC1
 : x, -4, -8, 3, 1, 21, 6, x
COc1ccccc1-n1cnnc1SCC(=O)Nc1cccnc1Cl
 : 1.9, -5, -10, 2, -2, 1, -1, -5
Cc1nn2c3c(cnc2c1-c1ccc(Cl)cc1)C(=O)CC(c1ccco1)C3 (stereo not given)
 : 6.3, -3, x, x, x, -8, -1, -2

# (listing goes on)
# Sequence of screens: E-sel inducer, RAD54 branch, RAD52 inh, ERp5 inh, CASP6 VEID inh, ARNT-TACC3 inh, PglD inh, esBAF inh
C1CC(CN2CCOCC2)CN(c2nc3nonc3nc2N2CCSCC2)C1 (stereo not given)
 : 0.4, x, -3, 7, 0, -31, x, x
S=c1[nH]nc(Cc2ccccc2)n1-c1ccc(Cl)cc1
 : x, x, -5, 6, 2, -5, x, x
Cc1cc(C)c(NC(=O)COc2nc3ccccc3nc2C)c(C)c1
 : x, x, -30, 1, -1, -7, x, 1
O=C1/C(=C/c2cccnc2)SC(=S)N1NS(=O)(=O)c1ccccc1
 : 0.1, -2, -20, -4, 20, -6, -3, 1
O=C(CN1CCN(S(=O)(=O)c2ccc(Br)s2)CC1)N1CCCCC1
 : x, -1, -34, -7, 3, -4, x, 4
COc1ccccc1C#Cc1ccc2c(c1)[C@@H]1[C@@H](CCN1C(=O)Cc1ccccc1)[C@H](CO)N2
 : -0.6, x, 10, 1, -1, x, x, x
COc1ccccc1/C=C/C=N/n1c(-c2ccccn2)n[nH]c1=S
 : x, 1, -11, 0, 0, 65*, -3, 56*
N=c1oc2ccc(Br)cc2cc1C(=O)NC1CCCCCC1
 : -0.1, -4, -18, -8, 0, -6, 0, x
CO[C@H]1CN(C)C(=O)c2cc(NC(=O)c3ccc(F)cc3)ccc2OC[C@@H](C)N(C(=O)c2ccc(F)cc2)C[C@@H]1C
 : 0.0, -9, 4, -2, -7, -14, -1, 7
Cc1cccc(C(C)C)c1NC(=O)c1ccc(COc2ccc3c(C)cc(=O)oc3c2)cc1
 : x, x, -20, 1, -1, -3, x, x
C[C@@H]1CN([C@H](C)CO)C(=O)c2cc(NC(=O)CCN3CCOCC3)ccc2O[C@@H]1CN(C)Cc1ccc(C(=O)O)cc1
 : x, -3, 6, 6, -1, -15, 0, -2
CCOc1ccc(OCC(=O)Nc2ccccc2N2CCCC2)cc1
 : 9.0, -1, -11, -1, 4, 1, 2, 1
COCCN(CCOC)C(=O)C1CCN(c2ccc(S(=O)(=O)N3CCOCC3)cc2[N+](=O)[O-])CC1
 : -0.1, -3, 12, -1, -186, 0, -9, 4
S=C(Nc1ccccc1Cl)N(CCN1CCCCC1)Cc1ccco1
 : 6.9, -8, x, x, x, 2, -1, x
Cc1cc(NC(=O)CN2CCc3ccccc3C2)nc2c1c(=O)oc1ccccc12
 : 0.0, 0, -24, 0, 14, 4, -5, 3
O=C(Cn1cnc([N+](=O)[O-])c1)NCc1ccc(F)cc1
 : x, -9, x, x, x, -1, -5, -5
O=C(COC(=O)c1ccccc1OCc1ccccc1Cl)NCC1CCCO1 (stereo not given)
 : 6.5, -1, -12, 2, 2, -4, 0, -5
CC(C)[C@H](NC(=O)c1cccc(CN(Cc2ccccc2)C(=O)/C=C/c2ccccc2)c1)C(=O)O
 : 0.2, 1, -11, 4, 4, 9, 4, 0
Cc1nn(Cc2ccc(Cl)c(Cl)c2)c(C)c1NC(=O)c1noc2c1CCCCC2
 : x, -3, x, x, x, -8, 4, 3
CCN(CC(=O)NCc1ccco1)S(=O)(=O)c1ccc(F)cc1
 : 0.4, 0, -1, -1, -1, -14, 0, -3

# Going on with the list:
# Sequence of screens: E-sel inducer, RAD54 branch, RAD52 inh, ERp5 inh, CASP6 VEID inh, ARNT-TACC3 inh, PglD inh, esBAF inh
C[C@H]1CN([C@@H](C)CO)C(=O)c2cc(NC(=O)C3CCCCC3)ccc2O[C@H]1CN(C)Cc1ccc(Cl)c(Cl)c1
 : 0.5, -2, -15, 9, 0, 0, 0, 0
O=c1cc(O)nc(SCc2ccccc2)n1-c1ccccc1
 : x, -8, x, x, x, -1&0, -3, 6
CC(C)N(CCNS(=O)(=O)c1ccc(Cl)cc1)C(C)C
 : x, -5, x, x, x, -31, 1, -3
CC(=O)N(C)C[C@@H]1Oc2cc(Br)ccc2S(=O)(=O)N([C@H](C)CO)C[C@H]1C
 : -0.5, 1, 2, 6, -2, 4, 4, 1
CCOc1ccc(CCNC(=O)COC(=O)CCc2cc(OC)c(OC)c(OC)c2)cc1OCC
 : -2.1, -6, 11, -3, -3, 3, 3, -9
CCNC(=O)C[C@@H]1CC[C@H]2[C@@H](COc3ccc(NC(=O)Nc4ccccc4C)cc3C(=O)N2C)O1
 : 0.0, 5, 1, 2, -1, 4, -3, -3
CCN(CC(=O)NCc1cccs1)C(=O)c1cccc(S(=O)(=O)Nc2ccc(OC)cc2)c1
 : x, x, -10, -2, -1, 4, x, -7
CN(C)CC(=O)N1[C@@H](C#N)[C@H](c2ccc(C#CC3CCCCC3)cc2)[C@@H]1CO
 : 0.1, 9, -20, 3, 0, 14, 0, -2
O=C(NCc1ccccc1)C(=O)Nc1nccs1
 : -0.7, 0, -11, 1, -2, 17, -2, 5
Cc1cccc(Nc2nc(N)nc(CN3CCN(c4ccc(F)cc4)CC3)n2)c1
 : x, 2, x, x, x, 40, 3, 5
CN1CCN(c2ccc(NC(=O)CSc3nnnn3-c3ccccc3Cl)cc2)CC1
 : x, 1, -4, 3, -3, 5, 0, 0
COc1ccc(OCCSc2nnc(C)n2-c2ccccc2)cc1
 : x, -3, -6, -9, 0, 1, -3, -6
COc1ccccc1NC(=O)c1ccc2nc(C)sc2c1
 : x, 13, -2, -7, 4, -29, 6, 17
CSCCC(NC(=O)c1cccc(S(=O)(=O)N2CCOCC2)c1)c1nc2ccccc2[nH]1 (stereo not given)
 : x, -3, -17, -4, 2, 2, -4, -8
C[C@@H]1CN([C@@H](C)CO)C(=O)Cc2cc(NC(=O)Cn3cnnn3)ccc2O[C@H]1CN(C)C(=O)Nc1ccc(C(F)(F)F)cc1
 : 415*, -9, 1, 1, 1, 5, 6, -5
CCCNC(=O)C[C@@H]1C[C@@H]2c3cc(NS(=O)(=O)c4ccccc4)ccc3O[C@@H]2[C@@H](CO)O1
 : 0.4, 6, x, x, x, 1, -6, -2
COc1ccc(NC(=O)Nc2ccc3c(c2)C(=O)N([C@@H](C)CO)C[C@@H](C)[C@@H](CN(C)S(=O)(=O)c2ccc(C)cc2)O3)cc1
 : 16, 2, 1, 3, 13, 10, 3, -6
CCS(=O)(=O)Nc1ccc2c(c1)C(=O)N(C)C[C@H](OC)[C@@H](C)CN(C(C)=O)[C@@H](C)CO2
 : 0.8, -6, 11, -2, -8, -6, 1, -5
CO[C@@H]1CN(C)C(=O)c2ccc(NC(=O)NC(C)C)cc2OC[C@@H](C)N(Cc2ccccn2)C[C@@H]1C
 : 0.2, 0, -5, 5, -2, 13, 2, 3
O=C(NCC1CCCO1)C1CC(c2ccc(Cl)c(Cl)c2)=NO1 (stereo not given)
 : x, 6, x, x, x, 2, 9, 3

# Single values from the entries so far:
# `CC(=O)N(C)C[C@@H]1Oc2cc(Br)ccc2S(=O)(=O)N([C@H](C)CO)C[C@H]1C` – RAD54 branch: 1
# `COc1ccccc1NC(=O)c1ccc2nc(C)sc2c1` – RAD52 inh: -2

# esBAF inh, entries above that show a hit.
compound	RAD52 inh	ERp5 inh	CASP6 VEID inh	ARNT-TACC3 inh	PglD inh	esBAF inh
CC1CCCC(C)N1C(=O)c1cc(-c2ccc3c(c2)OCO3)on1 (stereo not given)	-8	2	3	-6	x	56*
COc1ccccc1/C=C/C=N/n1c(-c2ccccn2)n[nH]c1=S	-11	0	0	65*	-3	56*

# (next part)
# Sequence of screens: E-sel inducer, RAD54 branch, RAD52 inh, ERp5 inh, CASP6 VEID inh, ARNT-TACC3 inh, PglD inh, esBAF inh
CS(=O)(=O)Nc1ccccc1C(=O)OCC(=O)N1CCC(c2ccccc2)=N1
 : x, 6, -25, 1, 1, 2, -2, -1
O=C(CSc1ccccc1)N1CCCC(N2CCN(c3ccc(F)cc3)CC2)C1 (stereo not given)
 : 0.0, 3, -8, x, 0, 1, 0, -3
C[C@@H]1CN([C@@H](C)CO)C(=O)c2cccc(NC(=O)c3ccncc3)c2O[C@@H]1CN(C)Cc1ccc2c(c1)OCO2
 : 0.0, -13, -7, -2, -2, -10, 0, -1
Cc1ccc(C(=O)N(CCC2=CCCCC2)c2c(N)n(Cc3ccccc3)c(=O)[nH]c2=O)o1
 : x, -10, -9, 2, 1, -18, -7, 0
CC12CN3CC(C)(CN(C1)C3c1ccc(Br)cc1)C2=O (stereo not given)
 : x, -8, -5, 0, -1, -1, -2, -9
